HTR1A agonist – agonists of human 5-HT1a serotonin receptor; 65,000 tested, 0.56% active; CHO 5-HT1a Ga15 NFAT-bla reporter, FRET ratio; 0% basal, 100% maximal reference agonist; P08908; activation, % at 10 µM;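 active means activation above the screen-wide mean activation plus 3 SD, cut at about 19% in these data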;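 further: 0% = DMSO wells and 100% = 5-CT at EC100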
M1 agonist – M1 muscarinic receptor agonism | 64,000 tested, 3% active | CHO-M1 cells, Fluo-4 calcium fluorescence, agonist mode; hits give high values | B-score at 10 µM;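 active means fluorescence rise, raw or as B-score row- and column-corrected plate score, outside the 99.7% band of its plate's samples, either direction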
D1 allo mod – D1 dopamine receptor (human) allosteric modulation; 58,000 tested, 5.9% active; HEK293 D1, CRE-luciferase, dopamine EC30 potentiation; actives deviate in either direction; P21728; AID 641; B-score at 10 µM;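 active means luminescence count or its row- and column-corrected plate score outside the 99.7% band of the plate's sample wells, on either side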
Autofluor 339 – intrinsic fluorescence of library compounds, ex339/em460 – biochemical, MLSMR library, data from DPM-DC assay, artefact control, profiling panel; compound autofluorescence, ex339/em460 nm, NADH buffer; hits give high values; 1 = no-compound wells, NADH background; fluorescence fold increase at 10 µM; 65,000 tested, 5.5% active;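 active means at 10 µM, mean starting fluorescence two-fold or more over control wells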;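 further: signal is the first read of a kinetic run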
Her2 expr inh – inhibitors of human Her2 kinase expression | P04626 | 65,000 tested, 0.69% active | HER2 level % of control, % at 10 µM | AID 645 | SKBR-3 HER2 protein level, AlphaScreen, 18-24 h; hits give low values;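 active means HER2 level under 5% of the carrier-only control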;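 further: 100% = DMSO carrier and 0% = 500 nM PU-H71 HSP90 inhibitor; lower value means stronger loss of Her2 protein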
Hsp90 block – displaces geldanamycin probe from tumor Hsp90 | P07900 | inhibition, % at 30 µM | 64,000 tested, 0.35% active | NCI-N417 lysate Hsp90, Cy3B-geldanamycin FP displacement;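 active means inhibition above 50%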;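 further: 0% = tracer plus lysate wells and 100% = tracer alone without lysate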
M1 antag – blocks the rat M1 muscarinic receptor response to acetylcholine; CHO-M1 cells, Fluo-4 calcium, ACh EC80 antagonist mode; hits give low values; B-score at 10 µM; 64,000 tested, 3.4% active; AID 628;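 active means calcium fluorescence response, raw or row-and-column corrected B-score, differing from the plate sample mean either way at a set confidence level, mostly lower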
E coli RNAP – Escherichia coli RNA polymerase inhibition; P0A8V2; AID 559; E. coli RNA polymerase, fluorescence transcription assay; 62,000 tested, 0.2% active; inhibition, %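 (tested at 10 µM)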; in the data active means inhibition above about 20%;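 further: 0% = enzyme without compound and 100% = no enzyme blank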
Target sequence (P0A8V2 whole entry, looked up): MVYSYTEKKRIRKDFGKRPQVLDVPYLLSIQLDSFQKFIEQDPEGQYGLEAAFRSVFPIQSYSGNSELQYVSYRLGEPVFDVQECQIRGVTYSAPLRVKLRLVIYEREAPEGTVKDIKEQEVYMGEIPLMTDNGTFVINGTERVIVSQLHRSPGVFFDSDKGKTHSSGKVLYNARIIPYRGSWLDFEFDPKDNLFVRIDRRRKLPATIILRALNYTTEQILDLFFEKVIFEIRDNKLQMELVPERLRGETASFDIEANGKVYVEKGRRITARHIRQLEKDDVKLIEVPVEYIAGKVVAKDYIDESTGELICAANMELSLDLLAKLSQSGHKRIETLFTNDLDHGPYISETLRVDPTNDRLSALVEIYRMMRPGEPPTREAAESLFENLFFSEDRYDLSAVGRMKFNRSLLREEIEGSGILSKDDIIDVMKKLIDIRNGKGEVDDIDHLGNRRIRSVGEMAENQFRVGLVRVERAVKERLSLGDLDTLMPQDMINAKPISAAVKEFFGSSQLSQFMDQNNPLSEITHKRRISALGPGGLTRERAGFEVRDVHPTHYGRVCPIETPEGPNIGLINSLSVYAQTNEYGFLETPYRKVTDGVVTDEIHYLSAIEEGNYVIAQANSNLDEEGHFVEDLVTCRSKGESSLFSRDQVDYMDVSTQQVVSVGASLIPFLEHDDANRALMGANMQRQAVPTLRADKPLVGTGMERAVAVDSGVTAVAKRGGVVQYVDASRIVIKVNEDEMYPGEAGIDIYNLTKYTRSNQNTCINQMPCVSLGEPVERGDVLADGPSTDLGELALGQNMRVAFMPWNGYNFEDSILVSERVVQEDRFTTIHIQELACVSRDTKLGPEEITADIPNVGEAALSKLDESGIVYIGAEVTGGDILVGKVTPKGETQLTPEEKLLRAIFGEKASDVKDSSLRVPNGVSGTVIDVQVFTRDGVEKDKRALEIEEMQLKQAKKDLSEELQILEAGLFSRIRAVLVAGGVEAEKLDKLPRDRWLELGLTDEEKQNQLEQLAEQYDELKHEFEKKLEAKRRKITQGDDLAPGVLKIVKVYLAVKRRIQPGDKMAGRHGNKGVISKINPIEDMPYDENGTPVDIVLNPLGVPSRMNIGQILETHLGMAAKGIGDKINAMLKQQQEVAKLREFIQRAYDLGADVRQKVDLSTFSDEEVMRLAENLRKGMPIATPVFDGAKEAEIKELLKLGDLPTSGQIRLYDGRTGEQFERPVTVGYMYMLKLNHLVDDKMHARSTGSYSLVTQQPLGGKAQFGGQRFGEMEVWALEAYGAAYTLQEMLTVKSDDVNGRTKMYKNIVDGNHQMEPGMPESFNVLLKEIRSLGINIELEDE
NADH coupling – blocks coupling enzymes of NAD/NADH assays | coupled PK/LDH NADH assays, four targets | IC50, µM (series often up to 10 µM), without a hit: at the top dose inhibition | 65,000 tested, 0.02% active;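 active means single-dose screening hits from any of four coupled enzyme assays that gave an IC50 when retested across doses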;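 further: the DPM-DC format reads NADH fluorescence rather than 340 nm absorbance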
An asterisk follows results filed as active; · = not tested or not shown; [ ] = another dose, or the depositor's remark.

#	SMILES	HTR1A agonist	M1 agonist	D1 allo mod	Autofluor 339	Her2 expr inh	Hsp90 block	M1 antag	E coli RNAP	NADH coupling
1	N#CC1=C(SCC(=O)NC2CC2)NC(=O)C(C#N)C12CCCCC2 (centres undefined)	-0.6	0.2	-0.34	0.96	105	1	-0.53	-5	6%
2	CCS(=O)(=O)NCC(c1cccnc1)N1CCN(c2ccccc2OC)CC1 (centres undefined)	3.8	0.1	·	1.1	92	-5	-0.094	-1	5%
3	CCOC(=O)c1c(C)[nH]c(C(=O)CN2CC(C)OC(C)C2)c1C (centres undefined)	-1.9	-0.16	0.63	1.1	88	-1	-3.7	·	5%
4	Cn1cc(C(=O)NCCN2CCN(c3cccc(Cl)c3)CC2)c2c3ccccc3n(C)c2c1=O	2.2	0.39	-1.6	2*	48	-4	0.62	5	2%
5	Cc1cc(=O)[nH]c(SCC(=O)Nc2nc(-c3ccccc3)cs2)n1	-1.8	8.3	-0.048	1.1	72	-3	-0.5	3	2%
6	Cc1oc(-c2ccc(Cl)cc2)nc1CN1CCC(C(=O)NCc2cccnc2)CC1	2.1	0.47	0.25	1.1	86	-8	0.83	-3	10%
7	CCOC(=O)CC1=NS(=O)(=O)c2ccccc2N1	-1.3	0.38	-1.6	1.1	220	-3	-1.2	9	8%
8	Cn1c(N)c(C(=O)CSc2ccc3c(c2)OCCO3)c(=O)n(C)c1=O	-2.5	-0.53	1.7	0.93	111	0	-0.22	·	3%
9	Cc1ccc(-n2ncc(C#N)c2/N=C/N(C)C)cc1	-1.8	-0.092	2.6	1.1	88	2	-0.25	0	1%
10	O=C(Cn1cccc1)N1CCN(c2ccc(F)cc2)CC1	-1.6	0.72	0.15	1.1	65	-1	-0.053	12	3%
11	O=C(NCCCN1CCCCC1)c1ccc2c(=O)n(CCc3ccccc3)c(=O)[nH]c2c1	1.3	-0.89	-3.7	1.3	107	·	-0.018	-6	11%
12	CCOc1c(C#N)c(C#N)c2nc(C)cc(C)n12	0.5	-0.86	1.5	1.2	85	-1	-1.4	4	7%
13	C#CCSc1nnc(-c2ccccc2)c(=O)[nH]1	-4.7	0.66	0.47	1.1	107	-2	0.023	7	3%
14	O=C(c1c(F)c(F)c(F)c(F)c1F)N1CCN(c2cccc(C(F)(F)F)c2)CC1	-1.8	0.0063	1.8	1.1	103	-3	-1.4	6	5%
15	Cc1ccc(S(=O)(=O)NC(=O)Nc2c(C)n(C)n(-c3ccccc3)c2=O)cc1	0.6	0.52	0.36	0.8	98	-1	0.24	-1	7%
16	CC12COC3(C(=O)N4CCN(c5ccccn5)CC4)CC1CCC32C (centres undefined)	6.2	0.0018	0.047	1.2	117	·	-0.4	-2	3%
17	O=C(COc1ncnc2sccc12)N1CCc2ccccc2C1	-4.1	0.16	·	0.93	119	-8	0.47	2	7%
18	CCOC(=O)NC(c1ccccc1)C1CCCCC1=O (centres undefined)	-1.2	-0.033	-1.3	1.1	108	0	-0.32	-1	2%
19	CCOC(=O)Cc1csc(NC(=O)c2ccc(S(=O)(=O)N3CCCCC3)cc2)n1	-0.8	·	·	1.2	92	-6	·	1	4%
20	CCC(C(=O)NC1CCCCC1)N(CC1CCCO1)C(=O)CNS(=O)(=O)c1ccc(OC)cc1 (centres undefined)	-5.5	-0.018	0.012	1	78	-2	-0.32	11	10%
21	Cc1csc(SCC(=O)Nc2ccc(S(=O)(=O)N3CCCC3)cc2)n1	-2.2	-0.047	0.9	1	116	-5	-1.1	-2	6%
22	CCOc1c(C)cc(-c2ncccc2O)cc1C	13	-0.23	-0.92	3.8*	71	-1	0.17	-10	14%
23	CCS(=O)(=O)Nc1ccc(C(=O)OC)cc1	-1.2	0.25	-0.45	1.1	129	-8	0.03	1	4%
24	CCCc1[nH]nc2c1C(CCC)C(C#N)=C(N)O2 (centres undefined)	-1.2	-0.44	-0.77	1.2	129	-1	-0.19	-8	3%
25	O=C(O)C1CSC2c3ccccc3C(=O)N12 (centres undefined)	-0.9	1.5	-0.53	1	98	2	-0.17	8	3%
26	COC(=O)c1[nH]c2c(c1C)C(=O)CC(c1cccs1)C2 (centres undefined)	-4.0	0.14	0.19	1.1	62	-4	0.12	8	2%
27	Cn1c(N2CCC(C(N)=O)CC2)nc2c1c(=O)n(Cc1ccc(Cl)cc1)c(=O)n2C	-0.3	0.011	-0.92	1.1	124	0	0.55	2	8%
28	CCCCc1nc(NCC2CCCO2)c(C#N)c2c1COC(C)(C)C2 (centres undefined)	3.6	0.25	·	2.4*	74	5	-0.16	-1	5%[fluoresces]
29	CCOc1ccc(NCCC(=O)c2ccc3c(c2)OCO3)cc1	-5.4	-0.017	0.044	1	96	6	0.38	8	12%
30	N#CCCN(C(=O)CN1C(=O)NC2(CCCC2)C1=O)c1ccccc1F	82*	0.077	-0.027	1.3	102	-4	1.2	7	0%
31	CC1(C)Cc2ccccc2-c2nnc(SCC(=O)N3CCc4ccccc43)n21	-0.5	1.4	-0.46	1.1	125	3	-0.084	4	7%
32	CCCc1cc(=O)n2[nH]c(-c3ccc(Br)cc3)cc2n1	-2.0	-0.91	-0.11	1.1	74	0	0.044	5	1%
33	CC(=O)c1cnc(Nc2nc(C)c3ccc(C)cc3n2)nc1C	-3.5	0.24	0.94	1.1	80	1	0.095	·	5%
34	N#Cc1c(SCC(=O)N2CCCCC2)nsc1SCC(=O)N1CCCCC1	1.4	-0.43	0.91	1.1	112	-6	0.15	8	2%
35	CCC(=O)NC(c1ccccc1)c1nc2ccccc2[nH]1 (centres undefined)	1.0	0.45	-0.63	1.1	246	·	0.15	6	5%
36	CN(C)c1cccc(NC(=O)CCc2ccccc2)c1	0.3	-0.7	0.0055	1	75	-2	-0.13	-5	1%
37	COc1ccc(C(=O)N2CCN(c3nc4cc(C)ccc4cc3C#N)CC2)c(OC)c1	-1.5	0.11	0.18	1.4	48	-7	0.12	7	2%
38	CC1CCN(S(=O)(=O)c2ccc(NC(=O)Cn3nnc(-c4ccccc4F)n3)cc2)CC1	8.3	·	0.28	1	93	-3	·	-6	3%
39	CC1(C(=O)NC2CCCCC2)CCC(=O)N1Cc1cccnc1 (centres undefined)	1.6	0.46	7.5*	1.1	96	-3	-0.021	5	1%
40	c1ccc(-c2n[nH]c3c2CCC3)cc1	-2.4	0.36	0.42	1.1	97	-2	-0.5	7	8%
41	COc1ccc(OC)c(S(=O)(=O)N(C)CC(=O)N2CCc3ccccc3C2)c1	-0.8	-0.82	-0.16	1.1	95	-7	0.84	2	9%
42	O=C(Cn1cc2c(n1)CCCC2)NCCCN1CCN(Cc2ccccc2)CC1	-0.2	0.074	1.2	1.1	100	-3	-0.18	6	7%
43	Cc1c(/C(O)=C2\C(=O)C(=O)N(CCCN(C)C)C2c2ccccc2)cnn1-c1ccccc1 (centres undefined)	-3.0	-0.093	-0.8	1.1	109	3	-0.09	6	2%
44	Cc1nnc2n(-c3ccc(Cl)cc3)c(=O)c3c4c(sc3n12)CN(C)CC4	-1.3	1.6	0.0097	1	174	-1	0.012	0	4%
45	Cc1ccc(-c2nc3cc(N)ccc3o2)cc1	-0.8	2.4*	-3.7*	2	99	-3	0.68	9	3%[fluoresces]
46	O=C(NC1CCN(Cc2ccccc2)CC1)C1CCN(S(=O)(=O)c2cccc3nsnc23)CC1	-2.4	-0.6	-0.036	1.1	103	-5	-0.42	5	9%
47	COc1ccc(-n2nc3ccccc3n2)cc1	-3.9	1	3.2*	1.1	111	-4	0.38	7	3%
48	COc1ccccc1N1CCN(c2nc(N)c(C#N)c(CC#N)c2C#N)CC1	2.1	-0.71	·	1.1	75	·	-0.035	5	7%

Limited to Her2 expr inh and Autofluor 339, for some of the entries so far:
item	structure	Her2 expr inh	Autofluor 339
22	CCOc1c(C)cc(-c2ncccc2O)cc1C	71	3.8*
45	Cc1ccc(-c2nc3cc(N)ccc3o2)cc1	99	2

Other results
#	SMILES	HTR1A agonist	M1 agonist	D1 allo mod	Autofluor 339	Her2 expr inh	Hsp90 block	M1 antag	E coli RNAP	NADH coupling
49	Cc1nnc(SCCCn2c(N3CCN(c4ccccc4)CC3)nc3c2c(=O)[nH]c(=O)n3C)s1	4.2	11*	0.91	1.1	61	0	-2.1*	-3	3%
50	Cc1ccc(-c2nnn(CCC(=O)Nc3ccc4c(c3)OCO4)n2)cc1	-4.4	-1.1	-0.19	1.1	86	16	0.86	6	7%
51	O=C(Cc1n[nH]c(=O)c2ccccc12)OCC(=O)c1ccc2c(c1)OCCO2	-3.8	-1.2	0.93	1.2	83	-2	-0.17	-1	4%
52	O=C1Nc2ccccc2C1(O)Cc1ccncc1 (centres undefined)	0.8	-0.19	-0.046	1.1	106	-1	0.21	2	10%
53	COC(=O)c1ccccc1NC(=O)c1cncc(Br)c1	-3.3	0.53	·	1.1	71	0	-0.058	4	7%
54	COc1cc(NC(=O)Cc2cccs2)ccc1-n1cnnn1	-0.4	0.32	-0.43	1	107	1	0.039	10	3%
55	CCOC(=O)N1CCC(NC(=O)Cn2cccc2C(=O)c2ccccc2)CC1	-3.2	-1.3	0.75	1.1	114	1	-0.67	0	3%
56	CCCCCn1c(Sc2nc3ccccc3s2)nc2c1c(=O)[nH]c(=O)n2C	2.4	0.068	17*	1.1	140	-1	0.81	9	6%
57	CC1=CC(C)(C)N2C(=O)C3(N=C(N)NC(Nc4ccccc4)=N3)c3cc(C)cc1c32 (centres undefined)	-0.1	-0.24	-2.1	1.1	66	2	-0.11	7	6%
58	CCC1CCCCN1c1nc(-c2cccc(OC)c2O)nc2ccccc12 (centres undefined)	2.4	-0.32	·	1	81	-1	-0.34	·	3%
59	CCSC1=C(C#N)C(c2ccccc2C)CC(=O)N1 (centres undefined)	1.0	-0.53	-0.0095	1.1	242	·	-0.53	5	3%
60	O=C(CSc1ncnc2c1oc1ccccc12)Nc1cccc(Cl)c1	-1.2	-0.93	0.47	1.1	88	-8	0.014	9	4%
61	C=CCC(NCc1ccccc1)c1ccco1 (centres undefined)	-3.0	0.54	1.6	1.1	112	-2	-0.081	2	1%

Source: PubChem BioAssay (several laboratories)

Outcome played no part in choosing rows. About 16% of those tested had a hit in this group.
